Bioassay records from PubChem.
APJ antagonist: APJ receptor antagonism | CHO-K1 APJ beta-arrestin complementation, luminescence | inhibition, % at 20 µM | actives 0.32% (n = 330,000) | P35414;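 active = inhibition above about 40% at 20 µM, limit read from the data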;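 note: cells challenged with 10 nM apelin-13 agonist together with compound; plate controls were apelin-13 plus DMSO wells for no effect and DMSO wells lacking apelin-13 for full effect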
UPR XBP1 act: adaptive UPR (XBP1) activation; CHO-XBP1 luciferase reporter, IRE1-XBP1 UPR activation, luminescence; percent of tunicamycin response, DMSO as zero; activation, % at 20 µM; AID 463104; actives 0.33% (n = 330,000);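 active = versus positive control, 20 µM dose yields 30% or more activation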;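 note: 100% = tunicamycin at 10 µg/mL and 0% = DMSO only wells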
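Material: IRE1-XBP1 luciferase reporter CHO line / Quantity: one thousand reporter cells per well / Buffer or medium: F12 with 10% serum / Compound: 20 µM single concentration, DMSO 1% / Times: 6 h treatment, 37 °C / Detection: Steady-Glo luciferase glow luminescence, 10 min after reagent addition / Benchmarks: tunicamycin high, DMSO low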
tim23-1 inh: tim23-1 yeast growth inhibition. S. cerevisiae tim23-1 growth, BacTiter-Glo luminescence, 24 h. inhibition, % at 20 µM. actives 1.3% (n = 330,000);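 active = growth inhibition of the mutant yeast at or above 50%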;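 note: temperature-sensitive mutant grown at 25 °C; plate controls were DMSO-treated mutant yeast for no effect and medium wells lacking yeast for full effect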
UPR CHOP act: apoptotic UPR (CHOP) activation; AID 449763; CHO-CHOP luciferase reporter, luminescence; percent of tunicamycin response over DMSO baseline; activation, % at 10 µM; actives 0.34% (n = 330,000);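 active = at 10 µM dose, activation of 40% or more, normalized to positive control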;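 note: 100% = tunicamycin at 10 µg/mL and 0% = DMSO alone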
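Test system: CHO CHOP reporter cells. Input: 500 CHO-CHOP cells per well. Medium: F12 with 10% FBS. Technique: luciferase luminescence. Measure: percent activation relative to tunicamycin control. Dosing: 10 µM compound, 0.5% DMSO. Timing: 16-18 h cell attachment, then 6 h compound exposure, 37 °C.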
APJ ag: agonists of human APJ apelin receptor | actives 0.11% (n = 330,000) | activation, % at 20 µM | AID 2520 | CHO-K1 APJ PathHunter beta-arrestin, luminescence; 0% DMSO wells, 100% apelin;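 active = activation more than six SD over the plate average, tested at 20 µM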;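 note: 0% = DMSO alone and 100% = apelin-13 at 10 nM; some results filed as inactive read as strong as hits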
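Assay system: engineered CHO-K1 APJ arrestin reporter cells; Amount: 1000 CHO-K1 reporter cells seeded per well; Dosing: one dose, 20 µM compound, 1% DMSO; Times: compound stimulation 90 min at 25 °C, detection 60 min; Measured by: luminescent beta-gal fragment complementation, chemiluminescent substrate; Read-out: APJ–arrestin association signal; Controls: DMSO vs Apelin-13 10 nM.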
Jurkat NFkB inh: lowers PMA/ionomycin-induced NF-kB signal in Jurkat cells | actives 0.53% (n = 330,000) | inhibition, % at 4 µM | PMA/ionomycin-induced NF-kB luciferase reporter, luminescence; in the data active = inhibition above about 50%
Mdm2 MdmX PPI: inhibitors of human Mdm2/MdmX interaction | SaOS-2 split-luciferase Mdm2/MdmX complementation, luminescence | inhibition, % at 8 µM | actives 3% (n = 330,000);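 active = inhibition of at least 50% at 8 µM in the primary screen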
Target sequence (O15151 whole entry, looked up): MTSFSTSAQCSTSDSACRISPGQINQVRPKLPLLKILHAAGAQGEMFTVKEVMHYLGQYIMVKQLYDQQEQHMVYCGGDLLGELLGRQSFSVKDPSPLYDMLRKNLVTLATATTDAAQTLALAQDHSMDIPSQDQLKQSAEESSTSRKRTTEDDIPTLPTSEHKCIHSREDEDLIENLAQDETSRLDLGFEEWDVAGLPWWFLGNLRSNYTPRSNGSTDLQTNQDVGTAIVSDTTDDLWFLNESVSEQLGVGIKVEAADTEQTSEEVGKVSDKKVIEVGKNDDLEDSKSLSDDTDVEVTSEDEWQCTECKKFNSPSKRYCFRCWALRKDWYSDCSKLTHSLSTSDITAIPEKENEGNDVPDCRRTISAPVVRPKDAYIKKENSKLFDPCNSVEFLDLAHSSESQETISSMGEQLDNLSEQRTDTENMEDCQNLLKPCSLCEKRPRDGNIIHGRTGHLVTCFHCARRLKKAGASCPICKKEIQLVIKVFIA
Target sequence (Q00987 whole entry, looked up): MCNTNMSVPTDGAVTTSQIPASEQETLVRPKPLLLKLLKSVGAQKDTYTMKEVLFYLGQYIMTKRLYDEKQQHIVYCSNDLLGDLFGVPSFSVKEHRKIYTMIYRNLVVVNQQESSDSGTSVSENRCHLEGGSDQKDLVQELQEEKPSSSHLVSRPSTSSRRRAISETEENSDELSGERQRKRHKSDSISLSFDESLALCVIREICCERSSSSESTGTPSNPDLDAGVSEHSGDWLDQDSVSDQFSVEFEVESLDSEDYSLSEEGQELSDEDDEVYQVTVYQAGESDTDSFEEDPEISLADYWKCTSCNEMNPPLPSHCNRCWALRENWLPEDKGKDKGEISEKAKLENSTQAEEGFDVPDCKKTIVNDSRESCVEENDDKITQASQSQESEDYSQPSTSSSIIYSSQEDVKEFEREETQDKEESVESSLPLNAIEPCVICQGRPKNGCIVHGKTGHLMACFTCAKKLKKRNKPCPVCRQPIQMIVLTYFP
697 NFkB inh: inhibitors of the PMA/ionomycin-induced NF-kB reporter in 697 B cells; 697 B-cell NF-kB luciferase reporter, 16 h; inhibition, % at 4 µM; actives 0.33% (n = 330,000); AID 435022; in the data active = inhibition above about 35%
Starred values were filed as active, the others as inactive.

SMILES | APJ antagonist | UPR XBP1 act | tim23-1 inh | UPR CHOP act | APJ ag | Jurkat NFkB inh | Mdm2 MdmX PPI | 697 NFkB inh
COc1cc(/C=C(\C#N)C(=O)NCC2CCCO2)ccc1OC(C)C (configuration not stated) | -6 | -2 | 33 | 6.8 | 4 | 16 | -7 | -8
O=C(CCCN1C(=O)c2ccccc2C1=O)Nc1cccc(S(=O)(=O)NC2=NCCC2)c1 | 6 | 0 | 13 | -1.0 | 0 | -19 | 0 | 1
CCOC(=O)COc1ccc(S(=O)(=O)NCC2CCCO2)cc1 (configuration not stated) | 8 | -2 | -5 | -1.2 | 0 | 13 | -4 | 4
OC[C@H]1OC(O)[C@H](O)[C@@H](O)[C@H]1O (some centres not stated) | 5 | -7 | -10 | -0.6 | -2 | 6 | 21 | 3
Cc1ccc([N+](=O)[O-])cc1S(=O)(=O)NCCc1cn2ccccc2n1 | -28 | -2 | 16 | -0.8 | -5 | -9 | -36 | -8
CCCCn1c(SCC(=O)OCC)nc2c1c(=O)[nH]c(=O)n2C | 6 | -3 | -3 | -0.7 | -3 | 2 | 19 | 18
COc1ccc(N(C)S(=O)(=O)c2ccc3c(c2)CCN3C(=O)C2CC2)c(OC)c1 | -5 | -2 | 24 | 0.9 | -1 | -15 | 22 | 0
CC(C)CN(C(=O)CSc1nncs1)c1c(N)n(CC(C)C)c(=O)[nH]c1=O | 12 | -1 | 1 | -0.3 | -2 | 10 | 20 | 21
Cc1cc(=O)[nH]c(SCC(=O)NC2CCCCCCC2)n1 | 12 | 3 | 11 | 0.5 | 0 | 0 | -22 | 19
CCCn1c(=O)c2[nH]c(-c3ccc(S(=O)(=O)O)cc3)nc2n(CCC)c1=O | 25 | -3 | -5 | 0.5 | 5 | -9 | 11 | -2

5 consecutive entries from above, for reference:
SMILES | APJ antagonist | UPR XBP1 act | tim23-1 inh | UPR CHOP act | APJ ag | Jurkat NFkB inh | Mdm2 MdmX PPI | 697 NFkB inh
Cc1ccc([N+](=O)[O-])cc1S(=O)(=O)NCCc1cn2ccccc2n1 | -28 | -2 | 16 | -0.8 | -5 | -9 | -36 | -8
CCCCn1c(SCC(=O)OCC)nc2c1c(=O)[nH]c(=O)n2C | 6 | -3 | -3 | -0.7 | -3 | 2 | 19 | 18
COc1ccc(N(C)S(=O)(=O)c2ccc3c(c2)CCN3C(=O)C2CC2)c(OC)c1 | -5 | -2 | 24 | 0.9 | -1 | -15 | 22 | 0
CC(C)CN(C(=O)CSc1nncs1)c1c(N)n(CC(C)C)c(=O)[nH]c1=O | 12 | -1 | 1 | -0.3 | -2 | 10 | 20 | 21
Cc1cc(=O)[nH]c(SCC(=O)NC2CCCCCCC2)n1 | 12 | 3 | 11 | 0.5 | 0 | 0 | -22 | 19

Additional entries follow:
SMILES | APJ antagonist | UPR XBP1 act | tim23-1 inh | UPR CHOP act | APJ ag | Jurkat NFkB inh | Mdm2 MdmX PPI | 697 NFkB inh
CCC1(C(=O)O)NC(c2cc(OC)ccc2O)C2C(=O)N(Cc3ccccc3)C(=O)C21 (configuration not stated) | 4 | -1 | -16 | 0.2 | -3 | -2 | -10 | 9
CCc1ccc(NC(=O)c2noc3c2CCCCC3)cc1 | -12 | -1 | 6 | 2.8 | -4 | -245 | -169 | -224
Cn1c(=O)c([N+](=O)[O-])c(NCCc2ccccc2)c2ccccc21 | 1 | -3 | 27 | 0.3 | -1 | 7 | 13 | 13
Cc1c(NC(=O)COC(=O)CSc2ccc(C(N)=O)cc2[N+](=O)[O-])c(=O)n(-c2ccccc2)n1C | 3 | -3 | -6 | -2.0 | -4 | -9 | 6 | 13
Cc1nc(CC(=O)O)c(-c2ccccc2)s1 | -8 | 0 | 5 | -1.2 | -6 | -4 | -16 | -16
O=C1C2C3C=CC(CC3)C2C(=O)N1c1ccccc1[N+](=O)[O-] (configuration not stated) | -43 | 1 | 21 | -0.9 | -3 | 0 | 13 | -3
CC(C(=O)N1CCc2ccccc21)n1cnc2c1c(=O)n(C)c(=O)n2C (configuration not stated) | -67 | -1 | 19 | 1.0 | -6 | 8 | 21 | -3
O=C(NNc1nc(-c2ccc(F)cc2)cs1)c1ccccc1 | -1 | 2 | 17 | -0.3 | -3 | -19 | 62* | -13
CN(CC#CC1(O)c2ccccc2-c2ccccc21)Cc1ccccc1 | -3 | -1 | -8 | -0.8 | -3 | 0 | 2 | -9
Cc1ccc(-c2nn3c(=O)c(C)nnc3s2)cc1 | 9 | 3 | 12 | 1.6 | -2 | 0 | 4 | -29
CCOc1cc(C(=O)NC)cc(Br)c1OCc1ccccc1 | 20 | 0 | 24 | 1.0 | -4 | 3 | -14 | -8
O=C(CN1C(=O)NC(Cc2c[nH]c3ccccc23)C1=O)NCC(F)(F)F (configuration not stated) | 10 | 3 | 10 | 0.6 | -2 | 7 | 8 | -4
CCCCCC(=O)Nc1cccc(S(=O)(=O)NC2=NCCC2)c1 | 11 | -4 | 6 | 1.0 | -1 | -2 | -13 | -15
COc1ccc(C)cc1NCc1ccc(OC)c(C)c1OC | 14 | -2 | 10 | -1.2 | -1 | 2 | 9 | 7
Cc1ccccc1C(=O)OCC(=O)N(C)c1c(N)n(Cc2ccccc2)c(=O)[nH]c1=O | 7 | -1 | 14 | 1.6 | 1 | 11 | 21 | 21
CC1CCCN(C(=O)CSc2n[nH]c(-c3cccs3)n2)C1 (configuration not stated) | 13 | 7 | 13 | 1.6 | -3 | 11 | 11 | 13
CC(C)CCN1C(=O)c2ccc(C(=O)N3CCCCC3)cc2C1=O | -12 | -2 | 4 | 3.1 | 9 | 2 | -13 | -14
COC(=O)NC1CCC(NC(=O)OC)CC1 (configuration not stated) | -5 | 0 | 5 | 0.1 | -3 | -13 | 2 | 21
Cn1cccc1Cc1nnc(SCC(=O)Nc2ccc(F)cc2)n1CCc1ccccc1 | 0 | 0 | 38 | -0.4 | 0 | -1 | 31 | 7
Cc1noc(NS(=O)(=O)c2ccc(N/C=C\C(=O)c3ccncc3)cc2)c1C | 6 | 2 | 13 | -2.1 | -4 | 7 | 13 | 10
Cc1cc(C(=O)OCC(=O)N2C(C)CCCC2C)c2ccccc2n1 (configuration not stated) | 0 | -5 | 21 | -1.8 | -2 | 1 | 23 | 0
O=C1c2cccc3cccc(c23)N1Cc1ccc(F)cc1 | 10 | -2 | 1 | -1.7 | -3 | 5 | 25 | -5
CCc1nnc(NS(=O)(=O)c2ccc(N=CC3=C(O)CC(C)(C)CC3=O)cc2)s1 | -4 | -2 | 10 | 3.7 | -4 | 3 | 21 | -10
COc1ccc(Cn2nnnc2CN2CCc3ccccc3C2)cc1 | -3 | 2 | 27 | 1.0 | 1 | -6 | -5 | -12
COc1ccc2c(c1)c1ncn(CCN3CCNCC3)c(=O)c1n2C | -7 | -2 | 10 | -1.0 | -3 | -10 | 25 | 22
CCCCNC(=O)CCC(=O)Nc1ccc2nc(N3CCOCC3)cc(C)c2c1 | 1 | 3 | 4 | 1.2 | 1 | -30 | 1 | -30
COc1ccc(S(=O)(=O)NCc2ccccn2)cc1NC(=O)c1ccccc1C | 20 | -1 | 10 | 1.3 | -4 | 55* | 52* | -35
COc1ccc(OC)c(NC(=O)CCN2CC(C)CC(C)C2)c1 (configuration not stated) | -5 | -5 | 2 | 0.0 | -3 | -7 | 11 | 16
CSc1cccc(NS(=O)(=O)c2ccc3c(c2)CCN3C(C)=O)c1 | 2 | -1 | 18 | 3.3 | 0 | 33 | 15 | 7
COCC(C)NC(=O)c1ccccc1OC(C)=O (configuration not stated) | -5 | -1 | -1 | 1.3 | 5 | 9 | 18 | 7
O=C1CCCN1CCC(=O)N1CCCC(Nc2ccc(F)cc2)C1 (configuration not stated) | 14 | -5 | 9 | 2.0 | -4 | 3 | 21 | 8
Cc1ccc(Cl)cc1N1CCN(C(=O)Cc2ccc(-n3c(=O)[nH]c4ccsc4c3=O)cc2)CC1 | -13 | -2 | 16 | 0.9 | -2 | 4 | 25 | -3
CC(C)[C@H](NC(=O)[C@@H]1Cc2c([nH]c3ccccc23)C2c3ccccc3C(=O)N21)C(=O)NCC1CCCO1 (some centres not stated) | 9 | -4 | 7 | -2.8 | -5 | 11 | 23 | 20
CCOc1ccc(C2C(C(=O)c3ccco3)=C(O)C(=O)N2CCN(C)C)cc1 (configuration not stated) | 5 | 0 | 1 | 1.1 | -2 | -2 | 18 | 16
S=c1[nH]nc(Cc2ccccc2)n1-c1cccc2ccccc12 | 2 | -1 | 13 | 1.0 | 0 | 22 | -32 | 5
CCOC(=O)N1CCN(C(=O)Nc2ccc3nc(-c4ccccn4)c(-c4ccccn4)nc3c2)CC1 | -30 | -6 | 6 | 1.3 | 1 | 9 | -16 | 20
c1ccc(Nc2ncnc3sc4c(c23)CCC4)cc1 | -5 | 3 | 20 | -0.3 | -6 | 1 | 30 | -16
CCn1c(SCC(=O)c2ccccc2)nnc1-c1cc2cc(Br)ccc2o1 | 13 | -2 | 2 | 2.6 | 0 | -2 | 32 | -12
Cc1ccc(-c2nnc(-c3ccc(NC(=O)c4cccs4)cc3)o2)cc1 | -16 | 198* | -18 | 325* | 6 | 9 | 94* | -4
COc1ccc(C(C)C)cc1S(=O)(=O)N1CCN(c2ccccc2)CC1 | 10 | -2 | 34 | -0.2 | -2 | 14 | 1 | -5
Cc1oc(-c2ccccc2)nc1C(=O)O | -25 | -2 | 9 | -1.0 | -1 | 4 | 77* | -11
COc1cccc(NC(=O)c2ccncc2)c1 | -2 | 2 | 3 | 1.2 | -6 | 11 | 6 | 16
COCCn1c(=NC(=O)CCS(=O)(=O)c2ccccc2)sc2ccccc21 | -4 | -1 | 33 | 2.0 | 4 | -10 | -3 | -38
Clc1ccc(-n2ncc3c(NCCCn4ccnc4)ncnc32)cc1 | 1 | 3 | 17 | 4.1 | 2 | -78 | -43 | -103
COc1ccc(C2/C(=C(\O)c3ccc4c(c3)OCCO4)C(=O)C(=O)N2Cc2ccco2)c(OC)c1 (configuration not stated) | -2 | -1 | 7 | -0.9 | -3 | -7 | 7 | 4
O=C(O)Cn1cc2c(n1)CCCC2 | 3 | -6 | -18 | -2.0 | -2 | 10 | 6 | 1
CSc1ccccc1C(=O)NCC(c1ccco1)N1CCCCC1 (configuration not stated) | 6 | -4 | 3 | -0.8 | -1 | -8 | -1 | 17
Cn1c2c(c(=O)n(C)c1=O)C(c1ccccc1OC(F)F)C1=C(CCCC1=O)N2 (configuration not stated) | 17 | -2 | 15 | 2.8 | -2 | 5 | 6 | 7
CCc1nnc(NC(=O)c2cccc(S(=O)(=O)N3CCN(C(C)=O)CC3)c2)s1 | 17 | -1 | 2 | 0.3 | 0 | 12 | 14 | 16
COc1ccc(C(=O)CSc2nccc(=O)[nH]2)cc1 | 1 | -1 | 14 | 4.7 | -4 | -5 | 17 | 4
Remaining list, next part.
SMILES | APJ antagonist | UPR XBP1 act | tim23-1 inh | UPR CHOP act | APJ ag | Jurkat NFkB inh | Mdm2 MdmX PPI | 697 NFkB inh
CC(C)CC(=O)N1CCN(CC2CC=CCC2)CC1 (configuration not stated) | 4 | -1 | 10 | -3.2 | -1 | -8 | 6 | 2
NC(=O)CCN(C(=O)c1cccc(S(=O)(=O)N2CCc3ccccc32)c1)c1ccccc1 | 3 | 1 | 20 | 0.2 | -1 | -13 | -19 | -11
O=C(CO/N=C/c1ccc(OC(F)F)cc1)NC1CCCC1 | 11 | 2 | 16 | -1.5 | -1 | 2 | 9 | 8
COc1ccc(NS(=O)(=O)c2ccc(SC)cc2)cc1 | -3 | -4 | 20 | -1.9 | 3 | -2 | -14 | -34
